rTrxR1 inhibitor: blocks rat thioredoxin reductase 1. Potency, µM (top dose mostly 114 µM), inactives show at the highest dose activity change, negative = inhibition, actives largely listed as inhibitors. O89049. hit rate 1% among 390,000. recombinant rTrxR1, NADPH fluorescence consumption, selenite substrate; further: potency means the concentration at half of the fitted maximal effect; on the % scale 0 is the no-effect control and ±100 the full control effect; nearly all actives have a fitted effect of over 65% in size
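Rat TrxR1 (90 nM in the dispensed reagent) was pre-reduced with 400 uM NADPH for 5 min at room temperature, then incubated with compound for 15 min. After 400 uM selenite was added, NADPH fluorescence (Ex 340/Em 450 nm) was followed for 8 min.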
IDH1 R132H inh: blocks human mutant IDH1 R132H enzyme. Potency, µM (highest dose often 76.6 µM), for inactives: top-dose activity change, negative = inhibition, usual class: inhibitors. AID 602179. O75874. hit rate 0.093% among 390,000. IDH1-R132H enzyme, NADPH consumption, diaphorase/resazurin fluorescence; further: potency means the concentration at half of the fitted maximal effect; on the % scale 0 is the no-effect control and ±100 the full control effect; nearly all actives have a fitted effect of over 65% in size
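IDH1-R132H (0.5 ug/mL) preincubated 30 min with compound, then NADPH (0.016 mM) and alpha-KG (2 mM) added; 80 min at RT, pH 7.5. Remaining NADPH coupled via diaphorase/resazurin to fluorescence (540/590 nm); concentration-response curves normalized to no-enzyme control.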
TRHR enhancer: TRH receptor (human) allosteric enhancement. hit rate 0.66% among 360,000. TRHR cells, fluo-8 calcium fluorescence, EC20 TRH enhancement. enhancement, % at 2 µM; in the data active means enhancement above about 30%; further: 0% is about no effect
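TRHR-expressing cells loaded with fluo-8 calcium dye were read kinetically (ex 480/em 530) during compound addition, then stimulated with an EC20 of TRH (10 nM final). Enhancement of the Gq-mediated intracellular calcium response was scored.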
Pin1 inh: inhibitors of human Pin1. Q13526. Pin1 FP peptide displacement, HiFluor488, 10 min. Potency, µM (doses to about 115 µM), inactives show at the top dose activity, negative = inhibition, hits mostly inhibitors. hit rate 0.009% among 390,000. AID 504891; active means well fitted inhibition curve with a large enough effect in the polarisation, with a control signal flat, not every such curve was filed as active; inconclusive means small, poorly fitted or top-dose-only effect, or effect the other way, or a change in a side signal; inactive means no such curve, though single readings can be large or run the other way; the % refers to the polarisation; further: potency means the concentration at half of the fitted maximal effect; on the % scale 0 is the no-effect control and ±100 the full control effect
Target sequence (Q13526 whole entry, looked up): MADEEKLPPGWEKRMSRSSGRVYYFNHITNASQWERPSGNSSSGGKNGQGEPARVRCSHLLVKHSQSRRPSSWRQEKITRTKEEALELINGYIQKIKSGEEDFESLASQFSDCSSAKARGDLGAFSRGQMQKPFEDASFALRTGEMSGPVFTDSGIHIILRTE
TRHR agonist: activates the human TRH receptor. P34981. TRHR cells, calcium flux fluo-8, FDSS agonist mode. activation, % at 2 µM. hit rate 0.18% among 360,000. AID 493084; in the data active means activation above about 30%; further: 0% is about no effect
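TRHR-expressing cells loaded with fluo-8 calcium dye; 23 nL library compound pin-transferred, kinetic FDSS fluorescence (Ex 480/Em 530) recorded about 180 s for agonist-induced calcium release, before a 10 nM TRH EC20 addition for potentiator mode.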
TrxR1 substrate: rat thioredoxin reductase 1 substrate activity; purified TrxR1 substrate turnover, NADPH consumption readout; Potency, µM (doses to about 114 µM), for the others: at the top dose activity change, negative = substrate turnover; hit rate 0.01% among 390,000; further: potency means the concentration at half of the fitted maximal effect; on the % scale 0 is the no-effect control and ±100 the full control effect; nearly all actives have a fitted effect of over 50% in size
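Rat TrxR1, dispensed at 90 nM, was prereduced with 400 uM NADPH (final) for 5 min at ~22 deg C, then incubated with compound 15 min before 400 uM selenite. A first-read NADPH fluorescence drop versus no-compound background flagged substrates.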
D2 antagonist: antagonists of human D2 dopamine receptor. P14416. HEK293 TREx D2 cells, calcium flux, dopamine EC80. inhibition, % at 10 µM. hit rate 2% among 340,000. AID 485344; in the data active means inhibition above about 30%; further: 0% is about no effect
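Cells plated overnight at 30 C with tetracycline; no-wash calcium dye, 30–90 min RT; 10 s baseline; compound pinned; 180 s read; EC80 dopamine added; another 180 s read.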
USP1 inh: inhibitors of human USP1/UAF1 deubiquitinase; Potency, µM (series often up to 57.1 µM), without a hit: at the highest dose activity change, negative = inhibition, most hits filed as inhibitors; hit rate 0.23% among 390,000; recombinant USP1/UAF1, Ub-Rhodamine cleavage fluorescence; AID 743255; O94782; further: potency means the concentration at half of the fitted maximal effect; on the % scale 0 is the no-effect control and ±100 the full control effect; nearly all actives have a fitted effect of over 60% in size; inactives centre near -12
Target sequence (O94782 whole entry, looked up): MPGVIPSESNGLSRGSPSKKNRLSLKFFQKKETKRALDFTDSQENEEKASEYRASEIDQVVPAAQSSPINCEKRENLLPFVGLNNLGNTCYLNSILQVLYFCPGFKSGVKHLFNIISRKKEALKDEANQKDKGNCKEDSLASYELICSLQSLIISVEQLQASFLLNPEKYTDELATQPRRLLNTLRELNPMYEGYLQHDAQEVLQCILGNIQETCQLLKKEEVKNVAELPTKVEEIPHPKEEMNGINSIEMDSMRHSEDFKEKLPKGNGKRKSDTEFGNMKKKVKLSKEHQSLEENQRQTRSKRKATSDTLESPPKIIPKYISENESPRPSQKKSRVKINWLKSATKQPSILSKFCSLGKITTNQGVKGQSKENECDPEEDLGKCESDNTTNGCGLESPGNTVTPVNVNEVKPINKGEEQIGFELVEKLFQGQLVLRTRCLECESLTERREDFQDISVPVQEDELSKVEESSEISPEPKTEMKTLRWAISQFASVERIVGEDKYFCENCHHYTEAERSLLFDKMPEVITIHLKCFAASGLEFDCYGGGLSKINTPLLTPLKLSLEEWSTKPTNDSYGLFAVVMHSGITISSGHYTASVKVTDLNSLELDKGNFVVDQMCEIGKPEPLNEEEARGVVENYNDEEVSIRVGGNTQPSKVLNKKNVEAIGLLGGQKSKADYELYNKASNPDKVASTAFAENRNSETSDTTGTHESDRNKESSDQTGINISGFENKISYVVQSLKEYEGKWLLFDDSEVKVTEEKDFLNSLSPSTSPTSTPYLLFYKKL
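Step one: compound is pinned into 1nM USP1/UAF1 in HEPES pH 7.8 buffer with TCEP. Step two: 15 min room-temperature incubation. Step three: Ub-Rho (150nM final) starts cleavage, tracked by fluorescence over six one-minute reads.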
D2 agonist: agonists of human D2 dopamine receptor | activation, % at 2 µM | hit rate 0.53% among 340,000 | P14416 | HEK293 T-REx D2 cells, calcium flux agonist mode;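 active means activation over 3 SD above normal in the single-dose calcium agonist read, cut at about 30% in these data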; further: 0% is about no effect
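Agonism is scored from calcium flux in a force-coupled, inducible HEK293 cell line expressing D2, read kinetically for 180 s after compound addition against dopamine controls.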
Active calls of the source: *; u = inconclusive; x = no result given; & = joins results of further samples; [ ] = another dose, or the depositor's remark. Unless noted, the call rests on the fitted dose curve; in most records, active means well fitted inhibition curve with a large enough effect; inconclusive means small, poorly fitted or top-dose-only effect; inactive means no such curve, though single readings can be large or run the other way.

| Compound | USP1 inh | IDH1 R132H inh | TRHR agonist | TrxR1 substrate | TRHR enhancer | rTrxR1 inhibitor | D2 antagonist | D2 agonist | Pin1 inh |
| --- | --- | --- | --- | --- | --- | --- | --- | --- | --- |
| Cc1cccc(N2CCN(C3=NC(=O)C(Cc4ccccc4)S3)CC2)c1 (centres undefined) | -18% | 3% | -0.8 | 7%[57.1 µM] | 2 | 2%[57.1 µM] | 25 | -0.2 | -10% |
| COCCn1c(=NC(=O)c2ccc(S(=O)(=O)N3CCc4ccccc4C3)cc2)sc2cc(OC)ccc21 | -9% | 3% | 0.6 | 30% | 4 | -26% | -6 | -0.7 | 17% |
| COc1ccc(C(c2c(C)n(C)n(-c3ccccc3)c2=O)c2c(C)n(C)n(-c3ccccc3)c2=O)cc1OC | -11% | -1% | -1.0 | 4% | 0 | 21% | -3 | -0.9 | 2% |
| Cc1ccc(/C=N/NC(=O)CN2CCN(S(=O)(=O)c3ccc(Br)cc3)CC2)s1 | -28% | 0% | -1.0 | -7% | -4 | 1%[57.1 µM] | 0 | -1.0 | 0% |
| COc1ccc(C(=O)NCCn2cc(SCC(=O)Nc3ccc4c(c3)OCCO4)c3ccccc32)cc1OC | -14% | -14% | -1.6 | 0% | -9 | 18% | x | 0.9 | 1% |
| NC(=O)c1nn(-c2ccccc2)nc1NC(=O)Cn1nnc(-c2ccccc2)n1 | -5% | -1% | 2.1 | 17% | -6 | 8% | -2 | 1.6 | 1% |
| CC(=O)c1c(NCc2ccccc2)nc(=O)n(-c2ccccc2)c1C | -19% | 1% | 1.0 | -5% | -13 | -2% | 40* | 0.9 | -4% |
| CCc1ccc(-c2nn(CC(=O)Nc3ccccc3C)c3c2cnc2ccc(C)cc23)cc1 | -35% | -6% | 0.3 | 3%[57.1 µM] | 17 | 28%[57.1 µM] | x | x | -6% |
| Cc1cc(S(=O)(=O)N2CCCCCC2)c(Cl)cc1Cl | -6% | 5% | 0.0 | 1% | -3 | 14% | 16 | 0.0 | u |
| CCOc1ccc(N2C(=O)CC(N3CCN(C(=O)c4ccco4)CC3)C2=O)cc1 (centres undefined) | 4% | -2% | 0.3 | 6% | 11 | -6% | 0 | 0.0 | 3% |
| CC1CCCCN1CCCNC(=O)Cn1ncc2c([nH]c3ccccc32)c1=O (centres undefined) | -16%&-13% | -8%&14% | 2.0&-0.7 | 12%&6% | -9&8 | 24%&-3% | -12 | 0.5&-0.4 | 0%&2% |
| COc1ccc(O)c(C(=O)CC(=O)c2ccccc2)c1 | x | x | 0.3 | x | -4 | x | 1 | -0.9 | x |
| Cc1cc(Nc2cccc(Cl)c2)nc2ccc(NC(=O)Cc3ccc(Cl)cc3)cc12 | -30% | -1% | 0.3 | 31%[activator] | 7 | 12% | x | 0.0 | 20% |
| CS(=O)(=O)c1ccc(Cl)c(NC(=O)COC(=O)C23CC4CC(CC(C4)C2)C3)c1 | -16% | 10% | -0.4 | -2% | -2 | -1% | 5 | -0.2 | -5% |
| CC(=O)C(C(c1ccccc1)N1CCOCC1)N1CCOCC1 (centres undefined) | -1% | -4% | x | 7% | x | 21% | x | x | 0% |
| Clc1ccccc1OCc1nc(-c2ccc(Br)o2)no1 | -16% | 10% | 0.4 | -4% | -8 | u | -9 | 0.0 | 10% |
| Cc1nn(C)cc1/C=N/NC(=O)C1(O)c2ccccc2-c2ccccc21 | -6% | -6% | 0.9 | 7%[57.1 µM] | -2 | 3% | -23 | 1.3 | 1% |
| CCC(C)(C(=O)NC1CCCCC1)N(Cc1cccs1)C(=O)Cc1cccs1 (centres undefined) | -1% | -2% | 0.9 | -7% | -9 | -11% | -7 | 0.2 | -1% |
| CC(=O)Nc1cccc(C(=O)OCC(=O)NC(=O)Cc2ccccc2)c1 | -22% | 1% | 0.4 | 3% | -1 | 12% | 12 | 0.5 | -9% |
| CC1(C)CCc2cc(S(=O)(=O)N3CCN(S(=O)(=O)c4c(F)cccc4F)CC3)ccc2O1 | x | x | -1.2 | 9%[57.1 µM] | 2 | 16%[57.1 µM] | x | x | -6%&-2%&-1% |
| Cc1ccc(-c2cn(-c3ccccc3)c(SCC(=O)NC3CCS(=O)(=O)C3)n2)cc1C (centres undefined) | -7% | 3% | -0.2 | -11% | -2 | -16% | -3 | 1.0 | -3% |
| Cc1ccc(NC(=O)COC(=O)CCC(=O)c2cccs2)c(Br)c1 | -9% | -2% | -0.6 | 2% | -6 | 8% | 5 | -0.8 | -1% |
| CC(=O)N1c2ccc(S(=O)(=O)NCCC(=O)N(C)C3CCCCC3)cc2CC1C (centres undefined) | -32% | 0% | -0.5 | -11% | 18 | -12% | -4 | -0.6 | 2% |
| CCCCNC(=O)CCn1c(=O)c2ccccc2n(CC(=O)NCCc2ccc(OC)c(OC)c2)c1=O | -5% | 4% | 0.2 | 3% | 2 | 11% | 0 | 0.5 | 4% |
| O=C1COc2ccc(C(=O)NCc3ccco3)cc2N1 | -4% | 0% | 1.5 | 10% | 3 | 17% | -11 | -2.0 | -5% |
| COc1ccccc1OCC(=O)N1CCCC(Nc2ccc(F)c(F)c2)C1 (centres undefined) | -22% | 6% | -0.4 | 1% | 3 | 12% | 5 | 0.3 | -3% |
| Cc1sc2ncnc(N3CCN(C(=O)c4ccco4)CC3)c2c1C | -20% | -2% | 0.8 | -1% | 9 | 12% | -5 | 0.7 | 4% |
| O=C(O)CC(c1ccccc1)c1ccccc1 | -5% | 9% | 0.3 | 1% | -4 | 9% | -3 | -0.5 | -2% |
| CCSc1nc2sc3c(c2c2[n+]1CC(CBr)O2)CCCC3 (centres undefined) | -5% | 8% | -0.3 | 2%[57.1 µM] | 20 | 16%[57.1 µM] | -5 | 0.7 | 1% |
| O=C(NNc1ccccc1[N+](=O)[O-])Nc1cccc(Cl)c1 | -13% | 0% | -0.9 | -7% | 8 | 8% | -9 | -0.6 | -3% |
| CC(C)(C)c1ccc(S(=O)(=O)NNC(=O)C2CCN(Cc3cccc(F)c3)CC2)cc1 | -15% | 5% | 0.6 | 5%[57.1 µM] | -4 | 6%[57.1 µM] | 17 | 1.0 | -7% |
| COc1cccc(C2/C(=C(\O)c3ccc4c(c3)OCCO4)C(=O)C(=O)N2CCN(C)C)c1 (centres undefined) | -14% | 6% | -1.0 | 0%[57.1 µM] | -3 | -9%[11.4 µM] | -12 | -0.1 | 0% |
| Cc1ccccc1NS(=O)(=O)c1ccc2c(c1)NC(=O)CCS2 | -23%&-16% | -1%&-6% | 0.2&1.2 | 6%&4% | -2&6 | 19%&14% | x | -0.3 | -5%&0% |
| C=CCNC(=O)c1cc(=O)c2ccccc2o1 | -5% | 3% | -0.2 | 9% | -1 | 25% | -19 | -0.2 | -7% |
| Cc1cccn2c(=O)c3cc(C(=O)NC4CCCC4)c(=N)n(CCCN4CCOCC4)c3nc12 | -16% | -3% | -1.1 | 390%[activator] | 4 | 51%[activator] | 5 | -3.3 | -4% |
| Cc1ccc2[nH]c3c(c2c1)CCN1C(=O)OC(C)(C)C31C (centres undefined) | u | 6% | 0.0 | 7%[57.1 µM] | -4 | 15%[57.1 µM] | 0 | 0.1 | -8% |
| Cc1cccc(NCN2C(=O)c3ccccc3C2=O)c1 | -26% | 8% | 1.0 | 10% | 5 | 6% | 11 | 0.0 | 2% |
| CCCCC(NC(=O)c1cccc(Br)c1)C(=O)O (centres undefined) | 1% | 18% | -0.3 | 5%[57.1 µM] | 18 | 11%[57.1 µM] | 21 | 1.0 | -2% |
| COc1ccccc1NC(=O)c1c(NC(=O)c2ccco2)sc2c1CCC2 | -19% | 2% | 0.2 | 65%[activator] | -9 | 21%[57.1 µM] | 1 | -0.1 | 12% |
| COc1cccc(C2=NOC(C(=O)NCCCn3ccnc3)C2)c1 (centres undefined) | 2% | 20% | 0.1 | -2% | 19 | 3% | -3 | 0.0 | -2% |
| O=C(Nc1ccccc1Oc1ccccc1)C1CC1 | -12% | 8% | 0.4 | -2% | 2 | 2% | 12 | -0.7 | 5% |
| CNC(=O)COc1ccc(Nc2nnc(C)c3ccccc23)cc1 | -3% | 8% | -0.2 | 5%[57.1 µM] | 10 | 10%[57.1 µM] | x | x | -11% |
| CN1CCN(CC(O)COc2ccc(S(=O)(=O)N3CCOCC3)cc2)CC1 (centres undefined) | -4% | -2% | 0.6 | 0% | 8 | 34% | -6 | 0.3 | -20% |
| OCC[C@@H]1C[C@H](O)[C@@H](O)[C@]2(OCCc3ccccc32)O1 | -28% | -8% | 1.6 | 5% | 1 | 14% | 6 | 0.9 | -1% |
| CC(C)c1nc(SCc2ccccn2)c2c(=O)n(C)c(=O)n(C)c2n1 | -8% | -5% | -1.5 | 1%[57.1 µM] | -1 | 11%[57.1 µM] | 11 | 0.4 | 2% |
| CC(=O)c1cccc(Nc2ncnc3ccc(Br)cc23)c1 | -3% | 2% | -1.6 | 2%[57.1 µM] | 19 | 3%[57.1 µM] | -18 | 0.9 | -6% |
| CNS(=O)(=O)c1cccc(C(=O)OC2CCCCC2=O)c1 (centres undefined) | 5% | 3% | 0.5 | 11%[57.1 µM] | 1 | 27%[57.1 µM] | -1 | 0.0 | 4% |
| Cn1c(COc2ccc(C(=O)O)cc2)nc2ccccc21 | -5% | -5% | 0.7 | 1% | 0 | 13% | x | x | 5% |
| COc1cc(-c2[nH]ncc2CN2CCc3sccc3C2)cc(OC)c1OC | -21% | 4% | -0.1 | 8% | 9 | 17% | -6 | -0.2 | -1% |
| O=C(O)CC/C(=N/NC(=O)CNC(=O)Cc1ccc(Cl)cc1)c1ccccc1 | -17% | 0% | 0.6 | 6% | 3 | 22% | x | x | 1% |

Bioassay records (PubChem)

These rows are one share of the data. The share of hits here may be higher or lower than overall.
